Source: PubChem BioAssay (Broad Institute)
Cneo AK release – Cryptococcus neoformans cell lysis inducers, primary screen, AK release luminescence, single concentration | 360,000 compounds, 0.2% hits | lysis activity, % at 15 µM | AID 651654, 2012 | C. neoformans lysis, adenylate kinase release luminescence, 4 h; normalised: neutral wells 0, clomiphene wells 100;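 active = mean lysis activity across replicates of at least 80%, whatever share of replicates individually reach that level; inactive = mean lysis activity below 80%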
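Schedule: static 4 h at 37 °C with compound, 1 h detection; system: C. neoformans cells; benchmarks: Clomiphene as positive control; buffer or medium: fresh YPD medium; measure: luminescence rise reflecting yeast cell lysis; measured by: luminescent adenylate kinase detection reagent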
LGR2 antag – inhibitors of bursicon-induced LGR2 CRE-luciferase signal, primary screen, cell-based, HEK293, CRE-luciferase reporter, bursicon stimulation; 380,000 compounds, 0.35% hits; bursicon-stimulated, 4 h; inhibition, % at 9.99 µM; Drosophila bursicon receptor LGR2 (rickets); AID 720647, 2013;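 active = drop in luminescence signal, shown as inhibition above about 50% in the replicate tests, limit read from the data, passing the limit was not always enough; inconclusive = probably only some replicates passing the limit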;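 also: agonist challenge used bursicon conditioned medium at about half maximal strength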
S100A4 MyoIIA – inhibitors of S100A4-myosin IIA peptide binding, primary screen, biochemical, fluorescence polarization, TAMRA-MyoIIA peptide | Protein S100-A4 (Homo sapiens), P26447 | inhibition, % at 10.7 µM | 360,000 compounds, 0.14% hits | AID 652163, 2013;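 active = mean inhibition of at least 70% across replicates, with every replicate also reaching that level; inconclusive = mean inhibition reaches 70% but some replicates fall short; inactive = mean inhibition below 70%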
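System – human S100A4 monomer protein, biochemical binding assay · Buffer or medium – Calcium-containing HEPES buffer, pH 7.2 · Timing – 5 min between mix addition and reading · Also added – TAMRA-labelled myosin IIA heavy-chain peptide probe, 5 nM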
PGC1a acetyl inh – inhibitors of PGC1a acetylation signal, primary screen, cell-based, U2OS, AlphaScreen, inhibitor mode; AlphaScreen anti-acetyl-lysine; with virally co-expressed GCN5 acetyltransferase; inhibition, % at 15.6 µM; 350,000 compounds, 0.17% hits;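 active = every replicate shows inhibition of at least 40%; inconclusive = mean inhibition at least 40% but some replicate below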;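 also: 0% = neutral control wells and 100% = positive control wells; some results beyond the cut were filed as inactive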
Statin myotox sup – suppressors of statin myotoxicity in C2C12 myotubes, primary screen, cell-based, single point, plate reader. C2C12 myotubes + simvastatin, ATP luminescence, 48 h; scaled: DMSO 0, geranylgeraniol control 100. rescue of ATP level, % at 7.49 µM. 330,000 compounds, 0.78% hits;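 active = mean ATP rescue above about 67%, or every replicate alone reaching that limit, limit read from the data, passing the limit was not always enough; inconclusive = no clear call, values can overlap the other calls; inactive = mean under the limit and some replicate under it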;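 also: myotubes were challenged with 10 µM simvastatin during compound exposure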
SIRT5 inh – SIRT5 desuccinylase inhibitors, primary screen, biochemical, fluorescence imaging, single point, set 5. AID 652115, 2013. NAD-dependent protein deacylase sirtuin-5, mitochondrial (Homo sapiens), Q9NXA8. Purified SirT5, succinyl-peptide AMC, trypsin-coupled fluorescence. inhibition, % at 15 µM. 330,000 compounds, 1.1% hits; in the data active = inhibition above about 15%; inconclusive = no clear call, values can overlap the other calls
Xi reactivation – activators of inactive X chromosome reactivation, primary screen, imaging, XiGFP fibroblasts, GFP high-content imaging, set 2; XiGFP mouse fibroblasts, % GFP-positive cells imaging, 3 d; cells co-treated with 5-aza-dC sensitizer; scaled so ellipticine positive control = 100%; activation, % at 7.58 µM; 360,000 compounds, 0.055% hits; AID 743238, 2013;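 active = mean normalized replicate activation at least 10% and every replicate at or above 10%; inconclusive = only one of the two criteria met; inactive = mean below 10% and not all replicates reach 10%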;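 also: 0% = median of on-plate neutral control wells and 100% = ellipticine 6 µM median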
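assay system = SV40-immortalized XiGFP fibroblast cells, line 68-5-11 | buffer or medium = DMEM plus 5-aza-dC sensitizer | doses = single-point pinned compound dosing | times = 3-day compound exposure, then 15 min fixation at room temperature | benchmarks = positive control ellipticine, 6 µM final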
ERAP1 inh – human ERAP1 aminopeptidase inhibitors, primary screen, biochemical, single point, plate reader; Endoplasmic reticulum aminopeptidase 1 (Homo sapiens), Q9NZ08; recombinant ERAP1, Leu-AMC fluorescence, 60 min; inhibition, % at 10.7 µM; 340,000 compounds, 0.15% hits; AID 652197, 2013;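 active = mean replicate inhibition of at least 30%, or all replicates individually reaching that 30% level; inactive = mean below 30% and not every replicate reaching it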;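 also: 0% = neutral control wells and 100% = L-leucinethiol positive control wells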
Target sequence (Q9NZ08 whole entry, looked up): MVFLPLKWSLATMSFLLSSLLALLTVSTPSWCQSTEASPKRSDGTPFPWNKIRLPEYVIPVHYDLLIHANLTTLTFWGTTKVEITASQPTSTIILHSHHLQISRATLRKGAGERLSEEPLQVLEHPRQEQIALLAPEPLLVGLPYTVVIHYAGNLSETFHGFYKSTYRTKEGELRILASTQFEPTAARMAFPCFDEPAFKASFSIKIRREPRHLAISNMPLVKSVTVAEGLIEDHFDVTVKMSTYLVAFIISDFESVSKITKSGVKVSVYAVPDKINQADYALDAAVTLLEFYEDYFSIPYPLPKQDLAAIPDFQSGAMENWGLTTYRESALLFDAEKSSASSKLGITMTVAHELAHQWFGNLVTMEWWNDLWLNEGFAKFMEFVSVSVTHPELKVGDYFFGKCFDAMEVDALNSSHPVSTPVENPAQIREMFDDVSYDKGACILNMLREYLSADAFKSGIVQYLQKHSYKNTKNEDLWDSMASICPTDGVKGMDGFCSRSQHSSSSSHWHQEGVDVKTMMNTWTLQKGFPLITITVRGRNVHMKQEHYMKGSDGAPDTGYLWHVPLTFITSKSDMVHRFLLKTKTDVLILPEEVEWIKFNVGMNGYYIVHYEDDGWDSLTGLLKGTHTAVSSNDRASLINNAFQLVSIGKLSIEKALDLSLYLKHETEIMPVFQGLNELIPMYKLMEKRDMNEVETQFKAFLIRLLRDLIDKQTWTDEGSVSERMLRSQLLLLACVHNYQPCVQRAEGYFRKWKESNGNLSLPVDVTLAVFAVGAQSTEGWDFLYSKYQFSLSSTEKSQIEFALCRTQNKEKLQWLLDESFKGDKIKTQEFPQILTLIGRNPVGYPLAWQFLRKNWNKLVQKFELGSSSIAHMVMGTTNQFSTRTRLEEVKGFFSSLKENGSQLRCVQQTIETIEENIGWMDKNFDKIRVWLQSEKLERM
Numbers without * were called inactive; ? = inconclusive; / = no result given. These rows are one share of the data; rates above refer to the full screens.

Compound,Cneo AK release,ERAP1 inh,Statin myotox sup,LGR2 antag,PGC1a acetyl inh,SIRT5 inh,Xi reactivation,S100A4 MyoIIA
CCc1ccc(NS(=O)(=O)c2ccc3c(c2)CCN3C(=O)CCC(=O)O)cc1,-1,1,4,3,4,-1,-0.1,2
CCNC(=O)C[C@@H]1CC[C@@H](NC(=O)C2CC2)[C@@H](CO)O1,0,0,-7,-13,3,-3,0.3,-1
COc1ccc(C(=O)Nc2cc3c4c(c2)C(C)C(=O)N4CCC3)c(OC)c1 (configuration not stated),5,0,-1,-25,/,-1,-0.1,-5
COc1ccc(CNC(=O)c2ccc(CS(=O)(=O)c3ccc(Br)cc3)o2)cc1,-1,/,9,-6,2,/,0.3,-3
COc1ccc(Cl)cc1NC(=O)C[n+]1ccccc1,5,-3,-2,29,-1,-1,0.0,4
C[C@H]1CN([C@@H](C)CO)C(=O)c2cc(NC(=O)C3CCCCC3)ccc2O[C@@H]1CN(C)C,0,2,12,-2,6,-4,0.1,18
O=C(C[C@H]1C[C@@H]2c3cc(NS(=O)(=O)c4ccc(F)cc4)ccc3O[C@@H]2[C@H](CO)O1)N1CCc2ccccc2C1,1,-6,2,-5,-1,2,0.4,1
CC(C)C(=O)Nc1nnc(S(=O)(=O)N2c3ccccc3CC2C)s1 (configuration not stated),-2,-1,-10,10,3,-2,0.3,-4
Nc1cc(-c2nc3ncccc3o2)ccc1Cl,-15,4,2,-43,3,-2,/,-8
COCCNC(=O)C[C@@H]1CC[C@@H]2[C@@H](COc3ccc(NC(=O)C4CCCC4)cc3C(=O)N2C)O1,-4,0,1,-14,4,4,0.2,-9

Going on with the list.
Compound,Cneo AK release,ERAP1 inh,Statin myotox sup,LGR2 antag,PGC1a acetyl inh,SIRT5 inh,Xi reactivation,S100A4 MyoIIA
Cc1noc(C)c1NC(=O)N(C)C[C@H]1Oc2ccc(NC(=O)Nc3ccc(F)cc3)cc2C(=O)N([C@H](C)CO)C[C@@H]1C,0,1,/,-10,-2,2,-0.1,3
CC(=O)N(C)C[C@H]1Oc2cc(C#CC(C)(C)O)ccc2S(=O)(=O)N([C@@H](C)CO)C[C@H]1C,-2,0,6,-5,5,-2,-1.1,-2
CC1=CS(=O)(=O)CC1Sc1nc(C)n[nH]1 (configuration not stated),/,3,/,-13,/,-4,0.0,-1
CCCCc1nc2sc3c(c2c(=O)[nH]1)CC(C)(C)OC3,/,-5,/,0,/,-4,0.1,37
COCC(=O)Nc1ccc2c(c1)C(=O)N(C)C[C@H](OC)[C@H](C)CN(C(=O)c1ccccc1)[C@@H](C)CO2,-2,/,-11,-5,11,2,0.2,-8
CC(=O)N(C)C[C@H]1Oc2ncc(C#Cc3ccccc3)cc2C(=O)N([C@@H](C)CO)C[C@@H]1C,0,-2,19,-1,5,1,-1.1,-6
COc1ccc(NC(=S)NC(=O)Cc2ccccc2)c(OC)c1,13,-2,-6,-21,/,-3,0.4,32
O=C(NNc1nc2c(F)cccc2s1)c1cc(=O)c2ccccc2o1,-1,-1,-24,19,-1,-5,-0.1,-6
Clc1ccc(CSc2ccc(-c3ccco3)nn2)cc1,/,7,/,-114,-1,-6,0.0,0
Cc1ccc(S(=O)(=O)N(C)C[C@@H]2OCCCC[C@@H](C)Oc3ccc(N(C)C)cc3C(=O)N([C@@H](C)CO)C[C@H]2C)cc1,/,/,5,-15,-13,/,0.2,/

Following part
Compound,Cneo AK release,ERAP1 inh,Statin myotox sup,LGR2 antag,PGC1a acetyl inh,SIRT5 inh,Xi reactivation,S100A4 MyoIIA
CN(C(=O)c1ccc(NC(=O)Cc2ccc(NC(=O)C3CCCN(C(=O)CCc4ccccc4)C3)cc2)cc1)C1CC1 (configuration not stated),0,1,-4,-8,/,-1,0.1,-9
CS(=O)(=O)N1CCC(C(=O)Nc2ccccc2Br)CC1,0,0,18,22,/,-1,0.2,0
COc1ccc(CN(CC(=O)NC2CCCC2)C(=O)CCC(=O)Nc2cc(C)on2)cc1,2,/,-13,-2,-14,/,/,/
CSc1cc(CS(=O)(=O)c2ccccc2)nc(-c2ccccc2)n1,-1,2,/,-5,-4,-4,-0.1,0
O=C1NC2(CCCC2)N=C1c1ccc(Cl)cc1,2,-1,11,-7,5,-2,/,-1
Cc1cc(=O)n2[nH]c(Nc3cccc(Cl)c3)nc2n1,6,-1,10,-24,5,-4,0.0,-5
CC1COCC(C)N1C(=O)c1cccnc1 (configuration not stated),-1,3,7,12,/,-1,0.0,-1
CO[C@@H]1CN(C)C(=O)c2ccc(NC(C)=O)cc2OC[C@H](C)N(C(=O)C2CCOCC2)C[C@H]1C,1,1,6,4,7,1,-0.4,-3
CS(=O)(=O)N1[C@@H]2c3ccc(-c4ccccc4)c(=O)n3C[C@H]1[C@H](CO)[C@H]2C(=O)NCC1CC1,-4,0,-6,10,/,-42,0.1,3
Cc1cc2cc(CCNC(=O)CCc3ccccc3)c(=O)[nH]c2cc1C,0,-5,-2,-2,4,3,0.4,-9

The results go on.
Compound,Cneo AK release,ERAP1 inh,Statin myotox sup,LGR2 antag,PGC1a acetyl inh,SIRT5 inh,Xi reactivation,S100A4 MyoIIA
O=C(NC(=S)N1CCCCC1)c1cccnc1,0,/,-1,/,8,/,/,?
C[C@@H]1CN([C@H](C)CO)C(=O)c2cc(-c3ccccc3)cnc2O[C@@H]1CN(C)C(=O)Nc1ccccc1F,4,-6,33,-5,10,1,-0.5,-20
O=C([C@H]1[C@H](CO)[C@H]2Cn3c(ccc(-c4cccnc4)c3=O)[C@@H]1N2Cc1cccnc1)N1CCOCC1,0,1,-2,-12,/,-9,0.4,-4
COc1cccc(/C=N/NC(=O)Cn2cnc3c2c(=O)n(C)c(=O)n3C)c1,0,/,/,6,7,/,0.1,-4
COc1ccc(C(=O)COC(=O)C2COc3ccccc3O2)c(OC)c1 (configuration not stated),1,0,-2,12,2,/,-0.1,-4
C[C@@H]1CN([C@@H](C)CO)S(=O)(=O)c2ccc(-c3cccc(F)c3)cc2O[C@H]1CN(C)S(=O)(=O)c1ccc(F)cc1,3,1,-47,9,-21,14,-0.8,14
O=C(C[C@H]1C[C@H]2c3cc(NC(=O)C4CCC4)ccc3O[C@H]2[C@@H](CO)O1)NCc1ccccc1F,-1,1,-5,5,-2,3,0.5,9
CCOc1ccc(NC(=O)CCN2C(=O)CSc3ccccc32)cc1,-3,-2,-3,-1,/,-3,0.1,-2
Nc1[nH]ncc1-c1ccc(Cl)cc1,3,-3,/,29,3,-1,0.0,-4
CC(Nc1nc(-c2ccc(F)cc2)cs1)c1nc2cc(C(F)(F)F)ccc2n1CCCO (configuration not stated),1,0,13,/,2,-2,0.6,7

(further entries)
Compound,Cneo AK release,ERAP1 inh,Statin myotox sup,LGR2 antag,PGC1a acetyl inh,SIRT5 inh,Xi reactivation,S100A4 MyoIIA
Cc1ccc(OCC(=O)N/N=C/c2ccncc2)cc1C,/,/,/,-1,/,0,0.0,1
C[C@@H]1CN([C@@H](C)CO)C(=O)c2cc(NS(=O)(=O)c3ccc(Cl)cc3)ccc2O[C@H]1CN(C)S(=O)(=O)c1ccc(F)cc1,-1,1,50,25,2,7,-0.5,-3
COc1ccc(NC(=O)N(C)C[C@@H]2Oc3ccc(NS(=O)(=O)c4ccc(F)cc4)cc3CC(=O)N([C@H](C)CO)C[C@@H]2C)cc1,/,-3,-11,1,7,1,-1.3,-2
O=C(c1ccco1)N1CCN(S(=O)(=O)Cc2ccccc2Cl)CC1,4,-2,-5,-11,-2,1,0.1,6
Cc1nc(-c2nc(C(=O)NNS(C)(=O)=O)cs2)cs1,-4,/,-6,4,-7,-1,0.3,-3
Cc1cnc(C(=O)N2CCCC(C(=O)c3ccc(Cl)cc3C)C2)cn1 (configuration not stated),0,-4,25,6,8,-3,3.7,-13
COc1ccccc1C#Cc1ccc2c(c1)O[C@@H](CN(C)Cc1cncnc1)[C@@H](C)CN([C@H](C)CO)S2(=O)=O,6,0,-1,4,-8,-22,-0.1,2
O=C(C[C@H]1CC[C@H](NC(=O)C2CCC2)[C@H](CO)O1)NCc1ccncc1,2,1,8,-34,/,-3,0.2,-6

Entries above that have two or more sulfur atoms:
Compound,Cneo AK release,ERAP1 inh,Statin myotox sup,LGR2 antag,PGC1a acetyl inh,SIRT5 inh,Xi reactivation,S100A4 MyoIIA
CC(C)C(=O)Nc1nnc(S(=O)(=O)N2c3ccccc3CC2C)s1 (configuration not stated),-2,-1,-10,10,3,-2,0.3,-4
CC1=CS(=O)(=O)CC1Sc1nc(C)n[nH]1 (configuration not stated),/,3,/,-13,/,-4,0.0,-1
CSc1cc(CS(=O)(=O)c2ccccc2)nc(-c2ccccc2)n1,-1,2,/,-5,-4,-4,-0.1,0
C[C@@H]1CN([C@@H](C)CO)S(=O)(=O)c2ccc(-c3cccc(F)c3)cc2O[C@H]1CN(C)S(=O)(=O)c1ccc(F)cc1,3,1,-47,9,-21,14,-0.8,14
C[C@@H]1CN([C@@H](C)CO)C(=O)c2cc(NS(=O)(=O)c3ccc(Cl)cc3)ccc2O[C@H]1CN(C)S(=O)(=O)c1ccc(F)cc1,-1,1,50,25,2,7,-0.5,-3
Cc1nc(-c2nc(C(=O)NNS(C)(=O)=O)cs2)cs1,-4,/,-6,4,-7,-1,0.3,-3
